Assay outcomes deposited in PubChem by National Center for Advancing Translational Sciences (NCATS).
TCR activator = Activators of T cell receptors: qHTS campaign. Potency, µM (titrated, usually from 9.22 µM), inactives show top-dose activation of IL-2 secretion, hits mostly activators. primary human leukocytes, anti-CD3, IL-2 HTRF, 48 h. 330,000 tested, under 10 active; also: % of control where 0% means no effect
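HTRF read-out of IL-2 secretion: europium cryptate donor excited at 320nm, d2 acceptor emission at 665nm. Cells were primary human leukocytes incubated 48 hr with compounds and a-CD3 beads, supplying TCR signal only.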
PTAP TSG101 blk = qHTS Assay for Iinhibitors of HIV-1 Budding by Blocking the Interaction of PTAP/TSG101; 340,000 tested, under 10 active; AID 493005, 2010; Fluorescence polarization, FITC-PTAP peptide / Tsg101 binding; Potency, µM (series often up to 115 µM), without a hit: top-dose activity change, negative = inhibition, actives largely listed as inhibitors; active = well fitted inhibition curve with a large enough effect in the main read-out, with a control signal flat, not every such curve was filed as active; inconclusive = small, poorly fitted or top-dose-only effect, or effect the other way, or a change in a side signal; inactive = no such curve, though single readings can be large or run the other way; also: potency is read from the fitted curve at half-maximal effect; % of control where 0% means no effect
Target sequence (Q99816 whole entry, looked up): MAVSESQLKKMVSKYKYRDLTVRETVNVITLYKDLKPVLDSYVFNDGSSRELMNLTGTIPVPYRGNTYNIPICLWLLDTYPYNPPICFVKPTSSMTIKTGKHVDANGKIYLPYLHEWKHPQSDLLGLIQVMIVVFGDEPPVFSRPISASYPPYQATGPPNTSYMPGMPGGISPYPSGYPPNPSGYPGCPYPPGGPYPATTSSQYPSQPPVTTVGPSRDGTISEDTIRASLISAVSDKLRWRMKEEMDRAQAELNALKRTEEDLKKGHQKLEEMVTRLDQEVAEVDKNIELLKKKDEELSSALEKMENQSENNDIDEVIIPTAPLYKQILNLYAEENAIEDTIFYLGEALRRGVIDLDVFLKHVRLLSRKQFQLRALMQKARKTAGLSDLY
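Compounds were pin-transferred onto Tsg101 binding domain (10 uM final) in HEPES pH 7.5 buffer, then FITC-PTAP peptide was added at 50 nM final. After 20 min at RT, polarization reported peptide displacement across a qHTS concentration series.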
CXXC DNA block = qHTS Fluorescence Polarization Assay for Inhibitors of MLL CXXC domain - DNA interaction; MLL-CXXC / FITC-HOXA9 DNA fluorescence polarization; Potency, µM (highest dose often 115 µM), for inactives: top-dose activity change, negative = inhibition, most hits filed as inhibitors; Histone-lysine N-methyltransferase 2A (Homo sapiens), Q03164; 290,000 tested, 0.037% active; active = well fitted inhibition curve with a large enough effect in the polarisation, with a control signal flat, not every such curve was filed as active; inconclusive = small, poorly fitted or top-dose-only effect, or effect the other way, or a change in a side signal; inactive = no such curve, though single readings can be large or run the other way; the % refers to the polarisation; also: potency is read from the fitted curve at half-maximal effect
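Steps: dispense CXXC domain solution (7 uM) → pin compounds or unlabeled HOX-A9 DNA control → 5 min ambient → add FLSN-HOX-A9 solution (50 nM) → spin → 30 min ambient → fluorescence polarization. Tris pH 7.5/NaCl/DTT/BSA buffer.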
a7 integrin act = qHTS for Activators of Integrin-Mediated Alleviation for Muscular Dystrophy | Potency, µM (series often up to 38.3 µM), for the others: at the highest dose activation, actives largely listed as activators | alpha7betagal myoblasts, beta-gal FDG fluorescence, 48 h | 350,000 tested, 0.064% active;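 also: potency is read from the fitted curve at half-maximal effect; 100% = response of the positive control SU9516; nearly all actives have a fitted effect of over 60% in size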
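alpha7betagal+/- myoblasts (passage 13, 250/well) treated 48 h at 37C with compounds at 1:260 dilution of DMSO stock. Lysed, then beta-galactosidase activity read as FDG fluorescence (ex 480/em 540) after 30 min, with pre-read for autofluorescence.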
Menin-MLL TR inh = qHTS Assay for Inhibitors Targeting the Menin-MLL Interaction in MLL Related Leukemias: Competition With Texas Red Labeled MLL-derived Mutant Peptide; Menin + Texas Red MLL mutant peptide, fluorescence polarization; Potency, µM (top dose mostly 61.6 µM), inactives show at the top dose FP activity change, negative = inhibition, usual class: inhibitors; 270,000 tested, 0.23% active; active = well fitted inhibition curve with a large enough effect in the polarisation, with a control signal flat, not every such curve was filed as active; inconclusive = small, poorly fitted or top-dose-only effect, or effect the other way, or a change in a side signal; inactive = no such curve, though single readings can be large or run the other way; the % refers to the polarisation; also: potency is read from the fitted curve at half-maximal effect; % of control where 0% means no effect; many of its hits are not listed in these tables
Target sequence (O00255 whole entry, looked up): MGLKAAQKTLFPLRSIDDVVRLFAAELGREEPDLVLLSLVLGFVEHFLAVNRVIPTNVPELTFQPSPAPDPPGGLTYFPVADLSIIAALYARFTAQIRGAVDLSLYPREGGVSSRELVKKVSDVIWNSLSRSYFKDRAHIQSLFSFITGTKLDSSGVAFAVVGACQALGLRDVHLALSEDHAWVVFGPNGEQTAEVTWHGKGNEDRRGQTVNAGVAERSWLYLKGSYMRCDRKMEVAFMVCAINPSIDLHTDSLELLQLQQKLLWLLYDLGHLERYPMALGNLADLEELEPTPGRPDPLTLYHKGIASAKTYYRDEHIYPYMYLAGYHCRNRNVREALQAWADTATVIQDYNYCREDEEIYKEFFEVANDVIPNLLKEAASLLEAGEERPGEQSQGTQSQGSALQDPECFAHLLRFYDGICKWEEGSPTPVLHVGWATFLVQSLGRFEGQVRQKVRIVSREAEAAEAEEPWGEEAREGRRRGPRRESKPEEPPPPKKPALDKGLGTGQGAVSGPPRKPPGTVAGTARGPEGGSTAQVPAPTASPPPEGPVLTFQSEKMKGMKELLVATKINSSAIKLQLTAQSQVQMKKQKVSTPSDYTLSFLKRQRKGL
TSHR antag = Antagonists of the Thyroid Stimulating Hormone Receptor: HTS campaign. Thyrotropin receptor (Homo sapiens), P16473. TSHR-expressing cells, TSH-stimulated cAMP HTRF, 2 h; stronger effect = lower value. activity change, negative = inhibition, % at 11.5 µM. 330,000 tested, 0.2% active;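 active = activity change below a set negative limit, meaning inhibition stronger than a set level, cut at about -70% in these data; inconclusive = activity change between two set negative limits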; also: % is scaled to controls: 0 for no effect and ±100 for the full control effect
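Antagonism was scored as loss of TSH-driven cAMP in TSHR cells, stimulated with 4nM TSH (EC80) for 2 hours at 37 deg C and detected by homogeneous HTRF competition immunoassay.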
Mito fusion act = qHTS Assay for Small Molecule Inhibitors of Mitochondrial Division or Activators of Mitochondrial Fusion; S. cerevisiae fusion-defective mutant growth rescue, CellTiterGlo 48 h; Potency, µM (series often up to 46.1 µM), without a hit: at the top dose growth rescue (activation), hits mostly activators; 320,000 tested, 0.23% active;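 also: potency is read from the fitted curve at half-maximal effect; % of control where 0% means no effect; nearly all actives have a fitted effect of over 45% in size; temperature-sensitive fusion mutants such as fzo1-1 at 37 °C on non-fermentable ethanol glycerol medium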
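Luminescent cell viability in 1536-well qHTS format served as the measure of rescued growth in ts fusion-mutant S. cerevisiae cultured on non-fermentable YPEG for 48 hours at 37C.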
MBNL1-CUG inh = qHTS Assay for Inhibitors of MBNL1-poly(CUG) RNA binding; Muscleblind-like protein 1 (Homo sapiens), Q9NR56; TR-FRET MBNL1-His/biotin-(CUG)12 binding, 665/545 ratio; Potency, µM (highest dose often 57.5 µM), for the others: top-dose activity change, negative = inhibition, actives largely listed as inhibitors; 280,000 tested, 0.036% active; AID 2675, 2010; active = well fitted inhibition curve with a large enough effect in the signal ratio, with a control signal flat, not every such curve was filed as active; inconclusive = small, poorly fitted or top-dose-only effect, or effect the other way, or a change in a side signal; inactive = no such curve, though single readings can be large or run the other way; the % refers to the signal ratio; also: potency is read from the fitted curve at half-maximal effect; % is scaled to controls: 0 for no effect and ±100 for the full control effect
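His-tagged MBNL1 binding to biotinylated (CUG)12 RNA was measured by TR-FRET using terbium anti-His antibody (0.055 ng/ul final) and streptavidin-XL665 (5 nM final). Compounds were titrated 92 nM to 58 uM; 60 min at room temperature.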
S-ASM inh = Inhibitors of Secretory Acid Sphingomyelinase (S-ASM): qHTS | Sphingomyelin phosphodiesterase (Homo sapiens), P17405 | placental ASM, HMU-PC fluorogenic substrate, 60 min | Potency, µM (top dose mostly 57.5 µM), without a hit: top-dose activity change, negative = inhibition, most hits filed as inhibitors | 340,000 tested, 0.006% active | AID 504937, 2011; also: potency is read from the fitted curve at half-maximal effect
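Human placenta-derived ASM enzyme was preincubated with compound for 10 minutes at room temperature, then given fluorogenic substrate HMU-PC0 (9 uM final) for 60 minutes at 37 °C; a pH 10 stop preceded fluorescence reading at Ex 386/Em 447 nm.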
AT treatment = qHTS Assay for Identifying a Potential Treatment of Ataxia-Telangiectasia | Potency, µM (titrated, usually from 57.5 µM), without a hit: top-dose activation, hits mostly activators | AID 485349, 2010 | […] A-T fibroblasts, KAP-1 phosphorylation AlphaLISA; neocarzinostatin DNA damage 30 min before lysis | 320,000 tested, 0.19% active; also: potency is read from the fitted curve at half-maximal effect; % of control where 0% means no effect; nearly all actives have a fitted effect of over 45% in size
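ATM-like activity read as KAP-1 phosphorylation via AlphaLISA donor/acceptor antibody pairs after lysis and 6 hr at 25C. Cells were ATM-null patient fibroblasts ([…], hTERT), dosed 60 min, then exposed to the DSB inducer NCS for 30 min.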
* marks the source's active call; other numbers are inactive results; ? = inconclusive; . = no result given; & = joins results of further samples; [ ] = another dose, or the depositor's remark. Unless noted, calls follow the shape of the dose curve; as a rule, active = well fitted curve in the direction sought with a large enough effect; inconclusive = small, poorly fitted or top-dose-only effect, or another doubt; inactive = no such curve, though single readings can be large; an effect the other way counts as inactive or inconclusive. This is a subset; rates above refer to the full screens.

SMILES | TCR activator | PTAP TSG101 blk | CXXC DNA block | a7 integrin act | Menin-MLL TR inh | TSHR antag | Mito fusion act | MBNL1-CUG inh | S-ASM inh | AT treatment
CCOC(=O)CSc1nc2cc(C(=O)N3CCC(C(N)=O)CC3)ccc2c(=O)n1-c1ccccc1 | 0% | -7% | -10% | 15%[7.66 µM] | 0% | -12 | 13% | -8% | -4% | .
CC1CN(C(=O)c2ccccc2NS(=O)(=O)c2ccc(Cl)cc2)CC(C)O1 (configuration not stated) | -2% | 0% | . | 33% | . | -5 | . | . | 5% | 30%
CCN(CC)C(=O)c1cccc2c1C(=O)c1ccccc1-2 | -9%[46.1 µM] | -3% | -1% | 7% | -1% | -8 | 0% | ? | -3% | -7%
COc1ccc(Cl)cc1-c1nc(-c2ccc(NC(=O)c3cccs3)cc2)no1 | 4%[46.1 µM] | -1% | 0% | -18% | ? | -26 | 23% | 14% | -4% | -2%
COc1ccc(CCNC(=O)[C@@H](NC(=O)N2CC(=O)Nc3ccccc32)C(C)C)cc1OC | -3% | 2% | 35%[activator] | 14% | . | -3 | 2% | 3% | 1% | 4%
CCCc1oc2c(c(=O)c1CC)C(=O)CC(C)(C)C2 | -1% | -6% | 3% | -20% | -7% | 3 | -2% | 5% | 1% | -4%
Nc1c(N=Nc2cccc(Cl)c2)c(=O)[nH]n1-c1ccccc1 | -8% | -5% | -18% | 10% | ? | -21 | 0% | 9% | -7% | 1%
FC(F)(F)c1cccc(-c2cc(C3CCNCC3)[nH]n2)c1 | 3% | 2% | -7% | ? | ? | -2 | -10% | 5% | -1% | -11%
CC(=O)Nc1nc2cc3c(cc2s1)OCCO3 | 1% | -2% | . | 4% | -17% | 0 | -4% | 2% | -12% | 3%
Oc1ccc2ccccc2c1C=NC12CN3CCN(CN(C3)C1)C2 | -4% | -10% | 10% | -15% | . | 5 | 1% | ? | 7% | -4%
NC(=O)NCc1ccccc1 | 0% | -2% | 0% | 24% | 5%&-11% | 1 | -1% | -10% | -3% | -6%
COc1cccc(N2C(=O)C3C(C2=O)C2C=CC3C23CC3)c1 (configuration not stated) | -5% | -1% | 10% | 1% | -8% | -8 | 0% | 0% | -1% | 0%
CSc1ccc(CNc2ncc(-c3cccc([N+](=O)[O-])c3)n2C)cc1 | 8% | -1% | ? | -40% | -12% | -8 | -16% | ? | -1% | 3%
CNC(=O)Nc1cccc(-c2ccnc(C)n2)c1 | 8% | -3% | -20% | -15% | . | -2 | 5% | . | -2% | 1%
COc1ccc(NC(=O)CCS(=O)(=O)c2ccc3c(c2)CCN3C(C)=O)cc1 | -3% | 2% | -9% | 1% | . | 13 | 0% | -1% | -1% | 8%
CC1CCc2sc(C(=O)OCC(=O)NCc3ccccc3)cc2C1 (configuration not stated) | -6%[46.1 µM] | 3% | -2% | -6% | -5% | 0 | 9% | 2% | 0% | -4%
CSc1ncccc1C(=O)OCC(=O)N1CC2(C)CC1CC(C)(C)C2 (configuration not stated) | -4% | 0% | . | -9% | . | -7 | . | . | 2% | 3%
O=C(O)c1cc([N+](=O)[O-])ccc1C(=O)Nc1cccc([N+](=O)[O-])c1 | . | -1% | 0% | 8% | -3% | 5 | 3% | ? | 3% | 4%
O=C(O)CC(NC(=O)C(F)(F)F)c1ccc2c(c1)OCO2 (configuration not stated) | -7% | -2% | 4% | 15% | ? | 9 | -1% | -1% | 0% | 4%
O=C(Cn1c(C(F)(F)F)nc2ccccc21)NCCCN1CCOCC1 | 0%[46.1 µM] | 1% | 3% | -17% | -16% | 1 | 1% | -13% | 2% | .
Cc1ccc(S(=O)(=O)N2CCN(C(=O)COc3ccc(Br)cc3)CC2)cc1 | -6% | -1% | . | ? | . | -13 | 12% | . | -3% | -1%
COc1ccccc1-n1c(SCC(=O)Nc2ccc(NC(C)=O)cc2)nc2c([nH]c3ccccc32)c1=O | 0% | -2% | -13% | -13% | ? | -10 | -5% | 80%[activator] | -11% | .
CC(C)C(=O)N1CCN(c2ccc(NC(=O)c3ccc4c(c3)OCCO4)cc2)CC1 | . | 0% | -13% | -14% | -2% | 1 | 1% | 3% | 5% | 0%
C/C(CC(=O)Nc1ccc(Cl)cc1Cl)=N\NC(N)=S | -2% | -6% | 15% | -52%[inhibitor] | 3% | 42 | -12% | -10% | 10% | 26%
Cn1c(=O)n(C)c2cc(NS(=O)(=O)c3ccc(Cl)s3)ccc21 | -2% | 0% | 7% | 28% | 0% | -10 | 4% | -1% | 3% | 0%
CCOc1ccccc1C(=O)NC(C(=O)Nc1cccnc1)C(C)C (configuration not stated) | 4% | -4% | -2% | 3% | -1% | 0 | 18% | -1% | -3% | -4%
O=C1OC(c2ccc(F)cc2)=C/C1=C\c1ccc(O)cc1 | 1% | -3% | -11% | -17% | ? | -12 | 1% | 1% | -4% | 4%
CC(C)CCNC(=O)CCC(=O)NNc1nc2ccccc2c2nc(-c3ccccc3)nn12 | -2% | 1% | 9% | -10% | 2% | -10 | 0% | . | -26% | -3%
O=C(CN1CCN(CN2C(=O)NC3(CCCCCC3)C2=O)CC1)Nc1ccc(F)cc1 | -1% | -4% | . | 9% | . | 4 | 2% | . | 0% | -17%
COC(=O)C1(C(F)(F)F)N=C2Sc3ccccc3N2C(N2CCOCC2)=N1 (configuration not stated) | -2% | -3% | 9% | -12% | -9% | -2 | -2% | 3% | 0% | -7%
O=C(COc1ccc(F)c(Cl)c1)Nc1ccc(N2CCOCC2)cc1 | 0% | -1% | . | 21% | . | -12 | . | . | 2% | 11%
Cc1ccc(OCCN2CCN(c3ncnc4sc(C)c(C)c34)CC2)cc1 | 2% | -1% | -1% | -43%[inhibitor] | ? | -48 | 8% | 1% | -4% | 0%
CC(=O)N1CCN(c2ccnc3cc(Cl)ccc23)CC1 | 0% | 0% | -7% | -9% | . | -2 | -1% | -6% | 0% | -4%
CC1(CCc2ccc3c(c2)OCO3)NCCc2c1[nH]c1ccccc21 (configuration not stated) | 3% | 0% | 35%[activator] | -70%[inhibitor] | ? | 8 | -15% | -3% | -2% | 5%
O=C(NC(=S)NCC1CCCO1)C(c1ccccc1)c1ccccc1 (configuration not stated) | 4% | -1% | 7% | 25% | 5% | -2 | -4% | . | -2% | 6%
CC(C)CC(=O)N1CCN(Cc2cccc(Cl)c2)CC1 | 6% | -3% | 19% | ? | 1% | 4 | 3% | -6% | -11% | -6%
CC(C)CC(=O)Nc1ccnn1C1CCN(C(=O)c2ccc(Cl)cc2F)CC1 | -2% | 0% | -1% | -17% | -2% | 0 | -7% | -3% | 1% | 1%
CC(=O)Nc1ccc(S(=O)(=O)NC(C)C(=O)NCCc2ccc(F)cc2)cc1 (configuration not stated) | -3% | 0% | 6% | 10% | -9% | 8 | 1% | -1% | 1% | 12%
COc1ccc2cc(CN(C(=O)Nc3ccccc3)C3CCCC3)c(=O)[nH]c2c1 | 6% | 0% | 2% | -4%[7.66 µM] | -3% | 0 | 16% | -2% | ? | 4%
CC(=O)Cc1nsc(NC(=O)c2cc(-c3cccc(C(F)(F)F)c3)oc2C)n1 | 3% | -4% | 10% | 21% | 11% | 0 | 7% | 5% | 3% | 22%
O=C(CN1CCOCC1)N/N=C/c1c(O)ccc2ccccc12 | -5% | 1% | 7% | 16% | 0% | -13 | 0% | ? | 72% | -5%
COc1ccc(OCC(N)=O)cc1 | -4% | -11% | 8% | -20% | 3% | 9 | 2% | -9% | 2% | -1%
COCCCNC(=O)CN1C(=O)c2ccccc2C1=O | . | -6% | 3% | 7% | -1% | 10 | 4% | 0% | 4% | 5%
COc1ccccc1NS(=O)(=O)c1ccc(C(=O)N2CC(C)OC(C)C2)cc1 (configuration not stated) | 2% | 4% | . | -20% | . | -3 | 0% | . | 7% | 3%
